Source: PubChem BioAssay
m5-HT2A agonist: agonists of mouse serotonin 5-HT2A receptor (HTR2A); CHO-K1 mHTR2A beta-arrestin complementation, luminescence; percent of 30 µM serotonin response; activation, % at 7.6 µM; actives 0.66% (n = 360,000); AID 624169;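 active means activation above a run cutoff, the mean activation of all tested compounds plus 3 SD, cut at about 14% in these data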;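 further: 0% = plate median of compound wells and 100% = 30 µM serotonin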
Target sequence (P35363 whole entry, looked up): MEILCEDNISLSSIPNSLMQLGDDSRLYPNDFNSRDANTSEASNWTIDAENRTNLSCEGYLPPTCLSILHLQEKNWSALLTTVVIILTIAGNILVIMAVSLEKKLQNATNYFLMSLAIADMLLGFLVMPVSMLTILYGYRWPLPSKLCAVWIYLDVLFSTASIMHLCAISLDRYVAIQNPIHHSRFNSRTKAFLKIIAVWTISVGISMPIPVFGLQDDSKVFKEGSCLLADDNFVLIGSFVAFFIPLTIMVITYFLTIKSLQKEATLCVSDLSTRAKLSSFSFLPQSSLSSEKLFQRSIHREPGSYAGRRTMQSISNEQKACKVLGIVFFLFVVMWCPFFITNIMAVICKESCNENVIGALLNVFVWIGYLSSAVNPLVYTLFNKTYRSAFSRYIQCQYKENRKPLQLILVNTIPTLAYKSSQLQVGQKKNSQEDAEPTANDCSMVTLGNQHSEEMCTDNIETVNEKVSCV
aDG glyco act: increases alpha dystroglycan glycosylation. Pro5-aDG cells, alpha-DG glycosylation AlphaScreen (IIH6); 0% Pro5, 100% B10-LARGE cell signal. activation, % at 10 µM. actives 0.22% (n = 360,000). AID 624168;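 active means activation of at least 8% versus controls, or a plate z-score of at least 8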;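 further: Pro5 are CHO cells carrying HIG-tagged alpha-DG that lacks glycosylation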
Vif imaging: HIV Vif inhibition; actives 0.35% (n = 340,000); HEK293T cells, Vif self-association by quenched fluorescence, imaging, 24 h; inhibition, % at 7.49 µM; in the data active means inhibition above about 50%, passing the limit was not always enough; inconclusive means no clear call, values can overlap the other calls; inactive means below about 31%; further: some results filed as inactive read as strong as hits
H9c2 protect: protects H9c2 cardiomyocytes from peroxide injury. actives 0.63% (n = 360,000). H2O2 injury protection, ATPLite, 2 h. protection from H2O2 cell death, % at 20 µM;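 active means compounds giving at least 50% protection of heart cells from peroxide-induced death in the single-dose screen, raw or plate-pattern-corrected value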;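 further: 0% = DMSO wells with peroxide and 100% = DMSO wells without peroxide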
CaV13 FRET inh: Disruptors of the CACNA1D IQ motif to Ca2+-dependent inactivation inhibitor domain association, primary screening, Förster resonance energy transfer in intact living … | actives 0.098% (n = 340,000) | inhibition, % at 12.3 µM | HEK cells, CFP/YFP FRET ICDI-IQ, plate reader, 10 min; percent FRET-ratio fall versus neutral wells;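 active means mean replicate inhibition of at least 30% and at least 1% of replicates passing that level; inconclusive means only one of the two criteria is met; inactive means neither criterion is met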;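 further: 0% = median of the neutral control wells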
MC4R ag barr: human MC4R agonism via beta-arrestin. P32245. U2OS MC4R beta-arrestin complementation, luminescence; percent of melanotan II response, DMSO zero. activation, % at 8.9 µM. actives 0.98% (n = 360,000);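 active means activation above a per-plate cutoff, the mean activation of sample wells on that plate plus 3 SD, cut at about 8% in these data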
Target sequence (P32245 whole entry, looked up): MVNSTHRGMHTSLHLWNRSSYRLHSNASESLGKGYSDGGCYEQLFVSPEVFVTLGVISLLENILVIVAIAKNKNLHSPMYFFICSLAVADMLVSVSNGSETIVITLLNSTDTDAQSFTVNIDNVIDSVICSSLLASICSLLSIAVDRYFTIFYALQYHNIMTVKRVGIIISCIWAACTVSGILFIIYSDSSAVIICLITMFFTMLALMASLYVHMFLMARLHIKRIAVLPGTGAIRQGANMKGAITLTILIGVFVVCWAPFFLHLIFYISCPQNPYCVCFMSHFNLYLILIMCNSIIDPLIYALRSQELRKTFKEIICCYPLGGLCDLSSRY
Glyco luc inh: N-linked glycosylation inhibition; D54 ERlucT glycosylation luciferase reporter, 24 h; percent of 100 nM tunicamycin response; reporter increase, % at 12.5 µM; actives 0.23% (n = 360,000); AID 588692;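 active means mean luciferase reporter signal, scaled so untreated is 0 and the glycosylation-blocking control 100, at or above a set limit in every replicate; inconclusive means mean reaches the limit but not every replicate does; inactive means mean below the limit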;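 further: luciferase carries N-glycosylation sites so blocking glycosylation raises the light; 0% = median of neutral control wells and 100% = median of 100 nM tunicamycin wells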
PDI turbidity: PDI (human) enzyme inhibition. AID 588391. inhibition, % at 10 µM. actives 0.052% (n = 350,000). PDI insulin aggregation turbidity, A650, 90 min;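 active means mean inhibition across replicates of 30% or more, whatever share of single replicates reach that level; inconclusive means mean inhibition below 30% while every single replicate reaches 30%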;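 further: absorbance from insulin aggregation driven by PDI reduction with DTT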
ABCB6 inh 2: human ABCB6 transporter inhibition | actives 0.19% (n = 360,000) | K562-ABCB6 porphyrin accumulation, flow cytometry, 1 h; active compounds read low | AID 602162 | fluorescence ratio to DMSO, % at 10 µM | Q9NP58;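 active means fluorescence ratio to DMSO below 75%, the collection mean minus 3 SD; inconclusive means too few cells collected in the well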;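 further: signal is porphyrin accumulated inside mitochondria; 100% equals median channel fluorescence of DMSO control wells; lower ratio means ABCB6 inhibition with less porphyrin fluorescence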
MC4R antag cAMP: human MC4R antagonism in cAMP assay | P32245 | MC4R-expressing cells, MTII-stimulated cAMP, LANCE TR-FRET | inhibition, % at 6.5 µM | actives 0.48% (n = 360,000);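 active means inhibition above its plate's cutoff, the mean of tested wells on that plate plus 3 SD, cut at about 29% in these data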;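 further: 0% = Melanotan II alone and 100% = Melanotan II plus saturating MCL0020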
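Material: U2OS-MC4R stable cell line | Reagent: Melanotan II challenge after compound preincubation | Doses: One concentration, 6.5 µM nominal | Incubation: 30-min compound preincubation, 1-h Melanotan II challenge, 1-h detection, room temperature | Signal: TR-FRET cAMP assay | Replicates: One well per compound, no replicates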
* = called active by the depositor; u = inconclusive; x = not tested or not shown.

SMILES	m5-HT2A agonist	aDG glyco act	Vif imaging	H9c2 protect	CaV13 FRET inh	MC4R ag barr	Glyco luc inh	PDI turbidity	ABCB6 inh 2	MC4R antag cAMP
Nc1nonc1-n1nnc(C(=O)N/N=C/c2cccnc2)c1CSc1ccccc1	-2	-0.2	-3	8	-16	-1.2	0	4	97	-2
O=C(NCc1ccccc1)c1ccc(NC(=O)C2CCCO2)cc1 (stereo not drawn)	3	-0.5	-10	2	-7	-4.5	1	1	103	6
Cc1cccc(-n2c(-c3csc(C)c3)n[nH]c2=S)c1	-1	0.5	-3	-2	-6	-2.0	3	-2	105	9
Cc1cccc(OCC(=O)Nc2ccc(S(=O)(=O)N3CCN(C)CC3)cc2)c1	-7	-0.1	-2	-5	1	-1.9	0	-2	85	4
CCN(CC)S(=O)(=O)c1cc(C(=O)Oc2ccccc2OC)ccc1OC	1	0.7	7	1	-4	0.6	-2	-2	99	-2
CSC1=NC=C(C#N)C2=NC(c3ccc(Cl)cc3)NN12 (stereo not drawn)	4	-0.2	0	-4	x	x	11	x	91	x
COc1ccc(N=C2C(=O)N3CCCc4cccc2c43)cc1	-3	-0.1	7	3	-2	-1.5	4	0	97	3
Cc1cc(C(=O)COC(=O)CN=C2NS(=O)(=O)c3ccccc32)c(C)n1CCc1ccc(Cl)cc1	5	-0.1	5	-5	-4	-1.9	0	5	95	-4
COc1ccc(C2C3=C(CCCC3=O)Nc3ccc4ncccc4c32)cc1OC (stereo not drawn)	0	-0.3	-2	8	0	-1.3	6	7	110	-2
COc1ccc(Nc2nc(C)nc3c2nnn3Cc2ccccc2)cc1OC	-2	0.8	-21	-9	x	0.8	-8	-8	100	1
COc1ccc(OC)c(/C=N/NC(=O)CCc2ccc(O)c(O)c2)c1	4	0.2	-2	51*	-5	-2.3	1	-5	101	5
COc1cc(CNc2cc(C)ccc2C)cc(OC)c1OC	-1	0.6	-8	-4	-8	-1.5	1	-2	101	7

Overlap with the part before: 3 entries, followed by the next part.
SMILES	m5-HT2A agonist	aDG glyco act	Vif imaging	H9c2 protect	CaV13 FRET inh	MC4R ag barr	Glyco luc inh	PDI turbidity	ABCB6 inh 2	MC4R antag cAMP
COc1ccc(Nc2nc(C)nc3c2nnn3Cc2ccccc2)cc1OC	-2	0.8	-21	-9	x	0.8	-8	-8	100	1
COc1ccc(OC)c(/C=N/NC(=O)CCc2ccc(O)c(O)c2)c1	4	0.2	-2	51*	-5	-2.3	1	-5	101	5
COc1cc(CNc2cc(C)ccc2C)cc(OC)c1OC	-1	0.6	-8	-4	-8	-1.5	1	-2	101	7
C/C(=N\NC(=O)COc1cccc2ccccc12)c1cccs1	1	-0.2	4	-8	-6	17*	-3	-6	96	0
O=C(NCCN1C(=O)S/C(=C/c2ccccc2)C1=O)C1CC(=O)N(Cc2ccccc2)C1 (stereo not drawn)	9	0.4	-2	3	-2	-2.9	0	-3	101	5
O=C(Nc1ccc(F)cc1)N(CCCN1CCOCC1)Cc1cc2cc3c(cc2[nH]c1=O)OCO3	2	-0.4	-8	1	-6	-2.6	4	3	111	2
CCOc1ccc(CC(=O)C2C(=O)CC(C)(C)CC2=O)cc1OCC	2	0.4	-1	4	-3	2.4	0	-4	112	5
Cc1cc(NS(=O)(=O)c2c(C(=O)N3CCOCC3)c(C)n(C)c2C)ccc1Br	-9	0.1	-6	-1	-9	-1.1	1	8	98	1
COc1ccccc1NC(=O)CN(Cc1ccco1)C(=O)c1cccs1	0	1.5	6	-4	-4	-1.6	1	-6	93	-2
CCCCC(=O)NS(=O)(=O)c1ccc(N=NN2CCCCC2)cc1	1	-0.3	-1	-4	-4	-2.3	4	-22	99	5
Cc1ccc(C(=O)Nc2c(N)nc(SCC(=O)NCC3CCCO3)[nH]c2=O)cc1 (stereo not drawn)	-1	-0.1	u	0	-3	-4.2	0	-4	95	-5
Cc1cc(C)n(-c2cc(N3CCN(S(=O)(=O)c4ccc(Cl)cc4)CC3)ccc2[N+](=O)[O-])n1	-1	0.1	-6	-6	-6	-0.7	-6	10	96	22
N#Cc1c(N)n(-c2cccc(O)c2)c2nc3ccccc3nc12	-1	-0.1	5	10	-6	-0.3	7	-2	98	0
COc1ccc(NC(=S)N2CCC(N(C)CC3CCCO3)CC2)cc1Cl (stereo not drawn)	6	-0.1	13	1	-4	-0.4	-1	-2	102	1
COc1ccc(O)c(C(=O)c2cnn(C(=O)c3cccc(S(=O)(=O)N(C)C)c3)c2)c1	4	0.0	0	4	-6	-1.5	-2	2	100	4

Whole records, quoted from the list.
Cc1cc(C)n(-c2cc(N3CCN(S(=O)(=O)c4ccc(Cl)cc4)CC3)ccc2[N+](=O)[O-])n1 is entered as m5-HT2A agonist = -1; aDG glyco act = 0.1; Vif imaging = -6; H9c2 protect = -6; CaV13 FRET inh = -6; MC4R ag barr = -0.7; Glyco luc inh = -6; PDI turbidity = 10; ABCB6 inh 2 = 96; MC4R antag cAMP = 22
O=C(NCCN1C(=O)S/C(=C/c2ccccc2)C1=O)C1CC(=O)N(Cc2ccccc2)C1 (stereo not drawn) is entered as m5-HT2A agonist = 9; aDG glyco act = 0.4; Vif imaging = -2; H9c2 protect = 3; CaV13 FRET inh = -2; MC4R ag barr = -2.9; Glyco luc inh = 0; PDI turbidity = -3; ABCB6 inh 2 = 101; MC4R antag cAMP = 5

Next section:
SMILES	m5-HT2A agonist	aDG glyco act	Vif imaging	H9c2 protect	CaV13 FRET inh	MC4R ag barr	Glyco luc inh	PDI turbidity	ABCB6 inh 2	MC4R antag cAMP
COc1cc(C(=O)NCCC(=O)NC2CCCCCCC2)cc(OC)c1OC	-3	0.0	-3	-2	-9	-0.5	2	-2	101	8
Cc1nnc(N2C(=O)c3cccc4c([N+](=O)[O-])ccc(c34)C2=O)s1	-4	-0.1	16	-8	-20	-2.4	5	9	124	11
CCN(CC)C(=O)CSc1nc2c(c(-c3cccnc3)c1C#N)CCCC2	5	-0.4	3	1	-16	1.5	0	0	106	2
COc1ccc(OC)c(NC(=O)c2nnn(Cc3ccccc3C)c2N)c1	-3	4.4	4	-8	-3	-1.3	-2	-2	92	-8
Cc1ccc(C(=O)NNC(=O)c2ccncc2)cc1S(=O)(=O)N1CCOCC1	1	0.1	5	1	-7	-1.2	1	8	97	6
CCc1c(C)sc(NC(=O)c2cc(-c3ccc(OC)c(OC)c3)on2)c1C#N	0	0.0	-6	-2	-8	2.6	1	8	100	10
CC(C)Cc1cc(C(=O)N2CCC(N3CCC(C(=O)N4CCOCC4)CC3)CC2)n[nH]1	-5	0.2	4	-2	-19	3.8	0	25	91	1
COc1cccc(CN2CCN(C(=O)CC(C)C)CC2)c1	9	0.7	4	0	-5	-2.5	0	-7	82	6
CCOc1ccc2nc(SCC(=O)N(C)C3CCS(=O)(=O)C3)[nH]c2c1 (stereo not drawn)	1	-0.1	4	-1	-5	-1.4	0	-1	98	5
Cc1nc([N+](=O)[O-])c(Br)n1Cc1ccccc1	3	0.1	-3	9	-4	-1.6	8	-6	101	15
Cc1cc(NC(=O)CCc2ccccc2)c([N+](=O)[O-])cc1C	-4	0.0	-1	-7	-5	-1.2	0	-6	96	-11
CCOC(=O)c1cc(NC(=O)CSCCO)ccc1Cl	-4	0.0	0	-6	x	-3.5	4	14	86	1

Shown with each value named: 2 of the compounds above
COc1cc(CNc2cc(C)ccc2C)cc(OC)c1OC
  m5-HT2A agonist = -1 | aDG glyco act = 0.6 | Vif imaging = -8 | H9c2 protect = -4 | CaV13 FRET inh = -8 | MC4R ag barr = -1.5 | Glyco luc inh = 1 | PDI turbidity = -2 | ABCB6 inh 2 = 101 | MC4R antag cAMP = 7

C/C(=N\NC(=O)COc1cccc2ccccc12)c1cccs1
  m5-HT2A agonist = 1 | aDG glyco act = -0.2 | Vif imaging = 4 | H9c2 protect = -8 | CaV13 FRET inh = -6 | MC4R ag barr = 17* | Glyco luc inh = -3 | PDI turbidity = -6 | ABCB6 inh 2 = 96 | MC4R antag cAMP = 0

(listing goes on)
SMILES	m5-HT2A agonist	aDG glyco act	Vif imaging	H9c2 protect	CaV13 FRET inh	MC4R ag barr	Glyco luc inh	PDI turbidity	ABCB6 inh 2	MC4R antag cAMP
COc1cccc(-c2nc(NCc3ccco3)c3ccccc3n2)c1O	-2	-0.6	-12	-8	x	18*	5	4	108	-13
Cc1cc(C)c(OCC(=O)NCC2CCCO2)c(C)c1 (stereo not drawn)	-1	0.0	-1	1	1	-0.9	3	4	102	4
C=CCn1c(SCC(=O)N2CC(=O)Nc3ccccc32)nc2scc(-c3cccs3)c2c1=O	-5	0.3	-7	27	-4	-0.1	6	0	91	25
CC1(C)Cc2nc3[nH]c(=S)n(-c4ccccc4)c(=O)c3cc2CO1	4	-0.3	0	5	-7	-1.3	3	8	96	2
COc1ccc(NS(=O)(=O)c2ccc(NC(=S)NC(=O)c3cccnc3)cc2)nn1	2	0.3	2	5	3	-1.7	1	12	94	-4
COc1ccc(NC(=O)N(C2CCCCC2)C(C)c2cccnc2)c(OC)c1 (stereo not drawn)	-2	0.1	4	10	x	-0.7	1	7	102	-3
CCc1nnc(NC(=O)Nc2ccc(OC)cc2)s1	0	-0.3	-7	2	-5	-0.8	3	5	94	-1
CCOc1cc(S(=O)(=O)N2CCN=C2Cc2ccccc2)ccc1F	3	0.1	-8	-2	-6	1.6	2	19	92	-2
Nc1ccccc1C(=O)NCCN1CCNC1=O	0	-0.1	4	-1	1	-0.7	3	-1	98	2
CCCc1cc(=O)[nH]c(SCC(=O)Nc2ccc([N+](=O)[O-])cc2C#N)n1	1	-0.1	-3	1	-9	-1.0	0	3	100	16
OC(c1ccc(F)c(F)c1)c1nc(-c2ccc(Cl)cc2)cs1 (stereo not drawn)	-2	0.0	3	-21	-5	1.6	-1	1	84	2
COc1ccc(N)c2c1OCCC2=O	-3	-0.2	-3	1	-9	-2.1	2	-1	106	20
O=C(O)Cn1nc(-c2ccccc2)c2ccccc2c1=O	3	0.3	-11	1	-4	-0.9	1	0	95	-3
CC1CC(C)CN(S(=O)(=O)N2CCC(C(=O)NCCc3ccccc3)CC2)C1 (stereo not drawn)	2	-0.2	3	-3	-2	-0.8	1	0	94	2
Cc1ccccc1NC(=O)NC1(C(=O)N2CCCC2)CCCCC1	4	-0.2	-2	1	-5	0.5	4	-1	100	18
